proKLK7 act – activators of human kallikrein-7 zymogen | P49862 | purified proKLK7, EDANS-DABCYL substrate fluorescence; 100% is mature enzyme control, 0% vehicle | activation, % at 7 µM | 0.9% of 370,000 active;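 active means activation above the mean of all tested compounds plus 3 SD, computed per campaign excluding outliers beyond control limits, cut at about 13% in these data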
ASAP1 GAP inh – ASAP1 ArfGAP inhibition. Q9ULH1. ASAP1-stimulated ARF1 GTP hydrolysis, GDP FP detection. inhibition, % at 16.5 µM. 0.19% of 360,000 active; in the data active means inhibition above about 25%;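 further: 0% = vehicle with enzyme and substrate and 100% = no enzyme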
UHRF1 MBD2 ctr – UHRF1 methyl-DNA binding inhibition | inhibition, % at 4.4 µM | 0.75% of 370,000 active | UHRF1 binding to methylated oligo, TR-FRET; in the data active means inhibition above about 21%;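 further: UHRF1 SRA domain binding a hemimethylated CpG hairpin DNA probe; 0% = median of test compound wells and 100% = reference inhibitor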
Target sequence (Q96T88 whole entry, looked up, the tested form may be a part): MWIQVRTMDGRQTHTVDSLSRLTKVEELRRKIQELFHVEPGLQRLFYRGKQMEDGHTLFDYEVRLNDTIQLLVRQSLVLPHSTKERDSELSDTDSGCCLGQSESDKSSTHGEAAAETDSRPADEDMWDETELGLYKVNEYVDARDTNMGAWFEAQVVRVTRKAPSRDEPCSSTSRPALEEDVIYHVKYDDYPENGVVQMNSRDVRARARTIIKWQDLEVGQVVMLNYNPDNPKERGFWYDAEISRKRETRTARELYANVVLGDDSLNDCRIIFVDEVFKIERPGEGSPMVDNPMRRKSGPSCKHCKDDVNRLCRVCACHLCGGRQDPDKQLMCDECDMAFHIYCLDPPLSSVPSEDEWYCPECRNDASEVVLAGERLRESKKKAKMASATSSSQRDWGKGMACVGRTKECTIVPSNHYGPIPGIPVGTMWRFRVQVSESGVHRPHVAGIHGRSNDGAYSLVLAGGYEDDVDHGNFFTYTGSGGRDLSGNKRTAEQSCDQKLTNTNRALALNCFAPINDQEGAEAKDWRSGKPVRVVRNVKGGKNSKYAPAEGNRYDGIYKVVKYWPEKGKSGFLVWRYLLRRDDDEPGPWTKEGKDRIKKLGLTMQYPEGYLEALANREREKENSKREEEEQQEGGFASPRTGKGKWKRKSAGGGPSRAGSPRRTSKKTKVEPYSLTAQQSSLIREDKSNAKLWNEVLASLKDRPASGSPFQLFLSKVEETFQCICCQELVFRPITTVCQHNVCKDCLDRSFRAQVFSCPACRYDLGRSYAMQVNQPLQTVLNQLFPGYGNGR
PLC-gamma1 inh – inhibitors of human phospholipase C gamma1 | P19174 | purified PLC-gamma1, fluorogenic substrate, fluorescence | inhibition, % at 12.2 µM | 0.84% of 370,000 active | AID 720700; in the data active means inhibition above about 9.5%
ADAM17 inh – inhibits human ADAM17; P78536; recombinant ADAM17, EDANS/DABCYL FRET peptide cleavage; inhibition, % at 6.95 µM; 0.83% of 370,000 active;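 active means inhibition above the mean of compounds lying between control limits plus 3 SD, set per campaign, cut at about 8.5% in these data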;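 further: 0% = DMSO-only wells as the low control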
ARFGAP1 inhibitor – inhibits rat ARF GTPase activating protein 1. 0.26% of 360,000 active. inhibition, % at 16.5 µM. Q62848. Arfgap1-stimulated ARF1 GTP hydrolysis, GDP FP detection;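 active means inhibition above a per-plate limit, mean inhibition of low control wells plus 3 SD, cut at about 25% in these data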;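 further: 0% = DMSO wells with enzyme and 100% = wells lacking Arfgap1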
Target sequence (Q62848 1-136 limits assumed): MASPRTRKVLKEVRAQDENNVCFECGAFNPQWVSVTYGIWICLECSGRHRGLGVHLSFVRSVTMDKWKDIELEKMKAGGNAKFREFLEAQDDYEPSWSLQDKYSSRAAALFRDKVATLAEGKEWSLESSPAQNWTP
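Material: rat Arfgap1 catalytic domain, aa 1-136; also added: human ARF1(Δ1-17)-GTP substrate; compound dosing: one concentration, 16.5 µM, DMSO 1.26%; incubation: GTP hydrolysis reaction 2 h at 25 °C; measured by: Tracer-displacement fluorescence polarization with EDTA stop, 620/688 nm; evaluation: % inhibition from polarization; repeats: one replicate per compound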
MBD2 DNA inh – blocks human MBD2 binding to methylated DNA | Q9UBB5 | TR-FRET, MBD2 binding to methylated oligonucleotide | inhibition, % at 4.4 µM | 0.31% of 370,000 active | AID 686964; in the data active means inhibition above about 13%
PLC-beta3 inh – inhibitors of human phospholipase C beta3. Q01970. Purified PLC-beta3, fluorogenic substrate, fluorescence. inhibition, % at 12.2 µM. 0.18% of 370,000 active. AID 720704; in the data active means inhibition above about 11%;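 further: 0% = median of compound wells on plate and 100% = full blocker control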
DDE Tn7 FP inh – inhibitors of Tn7 peptide binding to human fibrin DD(E) | P02675 | FP displacement of FITC-Tn7 peptide from fibrin DD(E); 0% = median of compound wells per plate | 0.13% of 370,000 active | AID 720508 | inhibition, % at 8.3 µM;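 active means inhibition above the mean of compounds falling within the control limits plus 3 SD of them, cut at about 14% in these data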;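 further: 0% = plate median of compound wells and 100% = 10 µM Aha-Tn7 peptide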
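system = human fibrin DD(E) protein | quantity = DD(E) 2 µM final | medium = Tris/NaCl/CaCl2 buffer, pH 7.8 | also added = labelled Tn7 tracer, 0.1 µM | compound dosing = single point at 8.3 µM | timing = compound with protein 10 min, then 3 h after probe, room temperature | signal = FP measurement | benchmarks = Aha-Tn7 high control | repeats = one replicate per compound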
Tn6 DDE FP – disrupts Tn6 cyclic peptide binding to fibrin D-Dimer-E complex. 0.21% of 370,000 active. Fibrin DD(E) TRITC-Tn6 fluorescence polarization displacement. inhibition, % at 8.3 µM. P02675;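 active means inhibition above a per-campaign cutoff: mean of compounds within control limits plus 3 SD, cut at about 15% in these data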;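 further: 0% = median of all compound wells on the plate and 100% = blocking peptide control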
Starred values were filed as active, the others as inactive.

Each structure is followed by: proKLK7 act | ASAP1 GAP inh | UHRF1 MBD2 ctr | PLC-gamma1 inh | ADAM17 inh | ARFGAP1 inhibitor | MBD2 DNA inh | PLC-beta3 inh | DDE Tn7 FP inh | Tn6 DDE FP
- OCc1cn(-c2ccccc2)nc1-c1ccco1
 : 0.2 | -7 | -2 | -6 | -5 | 11 | 1 | -7 | 3 | 7
- COc1ccc(SCCc2nnc(-c3ccccc3)o2)cc1
 : -0.1 | -3 | 4 | -4 | -3 | -2 | 5 | -6 | 0 | 0
- O=C(COc1ccc(S(=O)(=O)N2CCCC2)cc1)NCCC1=CCCCC1
 : 0.7 | 15 | -4 | 2 | 0 | 10 | -2 | 2 | -5 | 4
- Cc1[nH]c2ccccc2c1NC(=O)CN1CCN(C(=O)c2ccco2)CC1
 : 1.3 | 0 | -6 | -35 | -2 | 21 | 1 | -54 | 0 | 9
- CN(C)C(=S)c1ccc(N(C)C)cc1
 : -0.3 | -16 | 14 | 2 | 1 | -21 | -7 | -7 | 5 | 8
- COC(=O)c1ccc2[nH]c3c(c2c1)CC(C)CC3 (configuration not stated)
 : 7.3 | -9 | -3 | -12 | 4 | -10 | 2 | -23 | -2 | 7
- ON=C1c2ccccc2-c2cc(Br)ccc21
 : -0.8 | 2 | 1 | -6 | 0 | 15 | -1 | -4 | 0 | -6
- O=C1c2ccc3c4c(ccc(c24)C(=O)N1c1cccc(O)c1)CC3
 : -0.2 | -2 | -2 | 1 | -44 | -1 | 3 | 2 | -2 | 7
- Cc1ccnc(NC(=O)c2ccc(S(=O)(=O)N3CCCCCC3)cc2)c1
 : -0.3 | -13 | -1 | 2 | 0 | -4 | -1 | -2 | -1 | 1
- O=C1C2C3C=CC(C3=C3CCCCC3)C2C(=O)N1c1ccccc1 (configuration not stated)
 : 0.1 | 6 | 0 | 2 | -6 | 4 | 0 | 1 | 9 | -7
- CCCCCCN1CC(O)=C(c2nc3ccccc3[nH]2)C1=N
 : 0.5 | 10 | -4 | 4 | -1 | 6 | -5 | 1 | 1 | 2
- NC(=O)c1ccccc1OCC(=O)N1CCCC1c1ccc2c(c1)OCCCO2 (configuration not stated)
 : 0.1 | -2 | 0 | 3 | 0 | 4 | 0 | -4 | -7 | 0
- CCS(=O)(=O)N(C)C[C@@H]1OCc2ccccc2-c2c(n(C)c3ccccc23)C(=O)N([C@H](C)CO)C[C@@H]1C
 : -0.6 | -9 | 0 | -2 | -2 | 1 | 3 | -5 | 10 | -2
- O=C(c1cc2ccccc2oc1=O)N(Cc1ccc(F)cc1)C1CCS(=O)(=O)C1 (configuration not stated)
 : 0.3 | -11 | 2 | 4 | -3 | -6 | -1 | -8 | -3 | -4
- COc1ccc(CC(=O)O/N=C(\N)Cc2cccc3ccccc23)cc1
 : 0.0 | 4 | -1 | -7 | 5 | 7 | 0 | -8 | -6 | 1
- CC(=O)Nc1ccc(S(=O)(=O)NC(CC(=O)O)c2ccc(OC(C)C)cc2)cc1 (configuration not stated)
 : -0.9 | 8 | 23* | 2 | -8 | 0 | 17* | -1 | 1 | -7
- Cc1ccc(NC(=O)CS(=O)CC(=O)NC(C)CCc2ccco2)cc1Cl (configuration not stated)
 : 0.4 | 1 | 14 | -2 | -4 | 9 | 6 | -1 | 8 | 3
- COc1ccc(C=NCC2COc3ccccc3O2)cc1OC (configuration not stated)
 : -0.3 | 9 | -3 | 2 | -2 | -4 | 0 | 3 | -2 | 3
- Cc1cc(C)n(-c2ccc(C(=O)OCC(=O)Nc3ccc(S(=O)(=O)N4CCOCC4)cc3)cc2)n1
 : 0.3 | 5 | 3 | 4 | 3 | 0 | -6 | 3 | -4 | 2
- O=C(/C=C/Nc1ccc(F)cc1F)c1ccc(Br)cc1
 : -0.3 | -4 | 1 | 12* | 1 | 5 | -6 | 1 | 0 | 0

An excerpt from above in order of molecular weight, high to low:
Each structure is followed by: proKLK7 act | ASAP1 GAP inh | UHRF1 MBD2 ctr | PLC-gamma1 inh | ADAM17 inh | ARFGAP1 inhibitor | MBD2 DNA inh | PLC-beta3 inh | DDE Tn7 FP inh | Tn6 DDE FP
- Cc1cc(C)n(-c2ccc(C(=O)OCC(=O)Nc3ccc(S(=O)(=O)N4CCOCC4)cc3)cc2)n1
 : 0.3 | 5 | 3 | 4 | 3 | 0 | -6 | 3 | -4 | 2
- Cc1ccc(NC(=O)CS(=O)CC(=O)NC(C)CCc2ccco2)cc1Cl (configuration not stated)
 : 0.4 | 1 | 14 | -2 | -4 | 9 | 6 | -1 | 8 | 3
- O=C(COc1ccc(S(=O)(=O)N2CCCC2)cc1)NCCC1=CCCCC1
 : 0.7 | 15 | -4 | 2 | 0 | 10 | -2 | 2 | -5 | 4
- Cc1ccnc(NC(=O)c2ccc(S(=O)(=O)N3CCCCCC3)cc2)c1
 : -0.3 | -13 | -1 | 2 | 0 | -4 | -1 | -2 | -1 | 1
- COc1ccc(CC(=O)O/N=C(\N)Cc2cccc3ccccc23)cc1
 : 0.0 | 4 | -1 | -7 | 5 | 7 | 0 | -8 | -6 | 1
- O=C1C2C3C=CC(C3=C3CCCCC3)C2C(=O)N1c1ccccc1 (configuration not stated)
 : 0.1 | 6 | 0 | 2 | -6 | 4 | 0 | 1 | 9 | -7
- O=C1c2ccc3c4c(ccc(c24)C(=O)N1c1cccc(O)c1)CC3
 : -0.2 | -2 | -2 | 1 | -44 | -1 | 3 | 2 | -2 | 7
- COc1ccc(C=NCC2COc3ccccc3O2)cc1OC (configuration not stated)
 : -0.3 | 9 | -3 | 2 | -2 | -4 | 0 | 3 | -2 | 3
- ON=C1c2ccccc2-c2cc(Br)ccc21
 : -0.8 | 2 | 1 | -6 | 0 | 15 | -1 | -4 | 0 | -6
- COC(=O)c1ccc2[nH]c3c(c2c1)CC(C)CC3 (configuration not stated)
 : 7.3 | -9 | -3 | -12 | 4 | -10 | 2 | -23 | -2 | 7
- OCc1cn(-c2ccccc2)nc1-c1ccco1
 : 0.2 | -7 | -2 | -6 | -5 | 11 | 1 | -7 | 3 | 7

The listing continues:
Each structure is followed by: proKLK7 act | ASAP1 GAP inh | UHRF1 MBD2 ctr | PLC-gamma1 inh | ADAM17 inh | ARFGAP1 inhibitor | MBD2 DNA inh | PLC-beta3 inh | DDE Tn7 FP inh | Tn6 DDE FP
- CC(C)(C)OC(=O)N1CCC(CC2CC(c3ccccc3)=NO2)(C(=O)O)CC1 (configuration not stated)
 : 0.2 | 2 | -3 | -4 | -3 | 6 | 1 | -3 | -4 | -4
- CNNCc1ccc(C(=O)NC(C)C)cc1
 : 0.5 | 2 | -1 | -2 | -6 | 0 | -1 | -2 | 5 | 5
- CCOc1ccc(S(=O)(=O)NC2CCCC2)cc1C
 : 0.0 | 3 | 1 | 1 | -4 | 4 | -4 | -7 | 1 | -1
- Cn1ccnc1SCC(=O)NC12CC3CC(CC(C3)C1)C2
 : -0.2 | 2 | 3 | 4 | -5 | 9 | 0 | -3 | 4 | -8
- c1ccc(Cc2nnc3sc(C4COc5ccccc5O4)nn23)cc1 (configuration not stated)
 : -0.5 | 3 | 0 | -2 | -1 | -6 | 4 | 0 | -1 | 2
- Cn1nnc(NC(=O)CSc2nnnn2-c2ccc(F)cc2)n1
 : 0.5 | 0 | 5 | 0 | -3 | 4 | 4 | 1 | -1 | -6
- Cc1ccc(C(C)C)c(Oc2nnnn2-c2ccccc2)c1
 : -0.2 | 10 | 1 | 0 | 3 | -4 | 1 | 2 | 5 | 1
- CC1CCN(S(=O)(=O)c2ccc(C(=O)OCc3ccc4c(c3)OCO4)cc2)CC1
 : -0.3 | 0 | 1 | 1 | -2 | 2 | 2 | 1 | -8 | 2
- O=C(c1[nH]c(C(F)(F)F)nc1-c1ccccc1)N1CCN(c2cccc(C(F)(F)F)n2)CC1
 : 0.3 | 9 | 3 | -8 | -5 | 9 | -3 | -11 | 1 | -6
- Oc1ccc(-c2n[nH]c(=S)n2Cc2ccccc2)cc1
 : 0.4 | 0 | 1 | 2 | 1 | -4 | 2 | 1 | -4 | 1
- CCN(CC)c1ccc(NC(=O)Cn2nnc(-c3cccc(OC)c3OC)n2)c(C)c1
 : -0.2 | -1 | -2 | -1 | -2 | -2 | 1 | -3 | 4 | 5
- OCC1(CCOc2ccccc2)CCN(Cc2cn[nH]c2-c2ccccc2)CC1
 : -0.1 | 8 | 0 | 3 | 1 | 7 | 0 | 4 | -3 | 2
- COc1ccc(NC2CCCN(C(=O)c3oc(C)cc3C)C2)cc1OC (configuration not stated)
 : -0.3 | -8 | -2 | -4 | 1 | -6 | -3 | -13 | 8 | 8
- CCCCn1c(N)c(N(C)C(=O)CCCn2c(=O)oc3ccccc32)c(=O)[nH]c1=O
 : -0.5 | -12 | -1 | 0 | -5 | 4 | 5 | -2 | -4 | 5
- Cc1cccc(NC(=O)CSc2nnc(-c3cc(C)n(-c4ccccc4)c3C)o2)c1C
 : 0.0 | 0 | -1 | 0 | 5 | 7 | -5 | -2 | -4 | 1
- CCC1CCCCN1CCCNC(=O)Cn1c2ccccc2c2nc(=O)cc(C)n21 (configuration not stated)
 : -0.6 | -1 | 0 | -6 | -6 | 11 | 3 | -16 | 1 | -3
- COc1ccc(C=O)cc1CSc1ncccc1C(=O)O
 : 0.5 | 1 | -2 | -3 | 0 | 13 | 0 | -3 | 2 | 12
- COC(=O)c1ccc(/C=N/NC(=O)c2ccccc2Cl)cc1
 : -0.7 | -13 | -3 | 2 | -2 | 4 | 2 | 0 | -5 | -4
- Cc1ccccc1NS(=O)(=O)c1ccc2c(c1)n(C)c(=O)n2C
 : 0.8 | -7 | 0 | -17 | -4 | 3 | 2 | 3 | -8 | -5
- Fc1ccc(/C=N/n2cnn(Cc3ccccc3Cl)c2=S)cc1
 : -0.5 | 12 | 1 | 1 | -2 | 6 | 7 | 1 | 5 | 5

Not a hit list. About 4.1% of those tested had a hit in this group.
